Bioassay records deposited in PubChem BioAssay by National Center for Advancing Translational Sciences (NCATS).
S3 lipid droplet: qHTS Assay for Lipid Storage Modulators in Drosophila S3 Cells. Potency in µM for hits, for the others lipid storage change, negative = inhibition, % at the top dose, mostly 46.1 µM. 320,000 tested, 0.64% active. AID 2685. Drosophila S3 cells, BODIPY lipid droplet fluorescence, 18-24 h; cells fed with added oleic acid; active means well fitted inhibition curve with a large enough effect in the signal ratio, with a control signal flat, not every such curve was filed as active; inconclusive means small, poorly fitted or top-dose-only effect, or effect the other way, or a change in a side signal; the % refers to the signal ratio
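Laser-scanning cytometry quantifies lipid droplet accumulation (500–530 nm total intensity; droplet/cell object ratio) in oleic acid-fed (400 uM added) Drosophila S3 cells treated with a concentration series. 20 uM Triacsin C defined 100% inhibition.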
S3 lipid droplet cell count max: recorded beside S3 lipid droplet, whose call it bears; cell number change, %; measured here: cell count max response;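 cells counted by Cell Tracker Red CMTPX staining in the red channel; peak over a dose series mostly up to 46.1 µM; percent activity relative to internal control wells on each plate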
An asterisk follows results filed as active; i = inactive; ? = inconclusive; . = no result given; [ ] = another dose, or the depositor's remark. On the % scale 0 is the no-effect control and ±100 the full control effect; potency means the concentration at half of the fitted maximal effect. The list is partial. The share of hits here may be higher or lower than overall.

SMILES	S3 lipid droplet	S3 lipid droplet cell count max
CC(NC(=O)COC(=O)c1cc(=O)[nH]c2ccccc12)c1ccccc1 (stereo not drawn)	-17.9%	-11.1
O=C(OCc1ccc([N+](=O)[O-])cc1Cl)c1cnccn1	?	.
Cn1c(SCC(=O)Nc2ccc(F)cc2F)nnc1-c1cccnc1	?	.
Cc1nc(NC(=O)C23CCC(C)(C(=O)O2)C3(C)C)sc1C (stereo not drawn)	?	.
CCc1noc(C)c1C(=O)Nc1nnc(C2CCCCC2)s1	1.7%	-15.1
CC(C)Cc1cc(CNC(=O)C2CCC(=O)N(Cc3cccc(C(F)(F)F)c3)C2)on1 (stereo not drawn)	?	.
CCn1cc(C(=O)NCc2ccco2)c(=O)c2cc(F)c(N3CCN(C(=O)c4ccco4)CC3)cc21	?	.
Cn1c(SCC(=O)NC(=O)NCc2ccco2)nnc1-c1ccccc1	26.0%	6.2
Cc1cccc(NC(=S)NC(=O)c2oc3ccccc3c2C)n1	?	.
O=C(COC(=O)CCc1ccc(S(=O)(=O)N2CCOCC2)cc1)Nc1ccc(Cl)cn1	?	22.8
Brc1ccccc1C1CC(c2ccccc2)=Nc2ccccc2N1 (stereo not drawn)	?	.
COc1cccc(C2=NN(C(=O)c3ccccc3)C(O)(C(F)(F)F)C2)c1 (stereo not drawn)	?	.
CN1CCN(C(=O)CCn2nc(-c3ccccc3)c3ccccc3c2=O)CC1	?	.
O=C(NC1CC2CCCC(C1)N2C(=O)Nc1ccc(F)cc1)c1ccccc1 (stereo not drawn)	?	.
CC1(C)CC(=O)C=C(C(=O)N2CCCC(C(=O)c3cccc(C(F)(F)F)c3)C2)O1 (stereo not drawn)	?	.
COC(=O)c1sc(NC(=O)CSc2nc3cccnc3n2C2CCCCC2)nc1C	?	.
O=C(c1cc2ccccc2o1)N1CCCC1	?	.
C=CCn1c(CCc2ccccc2)nnc1SCC(N)=O	?	.
Cc1ccc(C)c(N(C(=O)c2snc(C(N)=O)c2N)C(C(=O)NCC2CCCO2)c2cccs2)c1 (stereo not drawn)	?	.
Cn1c(=O)c2c(O)cc(=O)n(-c3ccccc3)c2n(C)c1=O	1.8%	11.1
Cc1ccc(-c2cn(-c3ccccc3)c(SCC(=O)NC3CCS(=O)(=O)C3)n2)cc1C (stereo not drawn)	?	.
Fc1ccc(-n2c(Cc3cccs3)n[nH]c2=S)cc1Cl	-2.0%	13.7
Cc1ccnc(NS(=O)(=O)c2ccc(NC(=O)c3ccc(Br)o3)cc2)n1	?	.
CC(=O)c1cccc(NC(=O)CN2C(=O)COc3ccc(Cl)cc32)c1	i	.
O=C(CSc1nnnn1C1CCCCC1)Nc1ccc2c(c1)OCO2	?	.

Record cards, from the list above. Order of values: S3 lipid droplet | S3 lipid droplet cell count max
Record of Cn1c(SCC(=O)NC(=O)NCc2ccco2)nnc1-c1ccccc1 = 26.0% | 6.2
Record of CCc1noc(C)c1C(=O)Nc1nnc(C2CCCCC2)s1 = 1.7% | -15.1
Record of Cn1c(=O)c2c(O)cc(=O)n(-c3ccccc3)c2n(C)c1=O = 1.8% | 11.1
Record of O=C(COC(=O)CCc1ccc(S(=O)(=O)N2CCOCC2)cc1)Nc1ccc(Cl)cn1 = ? | 22.8
Record of Brc1ccccc1C1CC(c2ccccc2)=Nc2ccccc2N1 (stereo not drawn) = ? | .

The list goes on:
SMILES	S3 lipid droplet	S3 lipid droplet cell count max
Cc1ccc(S(=O)(=O)N2CCOCC2)cc1C(=O)NC1CCCCC1	18.1%	2.6
COc1c(C=O)c(CCN(C)C(=O)c2ccc(F)cc2)cc2c1OCO2	?	.
COc1ccc(-c2nc(SC(C)C(=O)c3c(N)n(C)c(=O)n(C)c3=O)n[nH]2)cc1 (stereo not drawn)	?	.
CCCn1c(SCC(=O)Nc2cc(S(=O)(=O)N3CCCCC3)ccc2C)n[nH]c1=O	?	.
O=C(Nc1cc(C(F)(F)F)ccc1N1CCCC1)C1=COCCO1	?	.
CCOc1ccc(C2/C(=C(/O)c3ccc(OC)cc3)C(=O)C(=O)N2c2cc(C)on2)cc1OC (stereo not drawn)	?	.
CCOP(=O)(OCC)C(C)(C)NC(=O)c1cc([N+](=O)[O-])cc([N+](=O)[O-])c1	?	.
N#Cc1nc(-c2ccco2)oc1N1CCC(Cc2ccccc2)CC1	?	.
O=C(CN1C(=O)CSc2ccccc21)N/N=C/c1ccco1	?	.
C=C(C)C(=O)Nc1cccnc1Oc1ccc(F)cc1F	0.7%	4.1
Cc1ccc(S(=O)(=O)N2CCCCC2)cc1NC(=O)COC(=O)c1c(F)cccc1F	?	.
O=C(CN1CCCCC1)Nc1ccc(NC(=O)c2ccc(Cl)cc2)cc1Cl	7.6%	6.3
CCOC(=O)c1cc(-c2ccccc2)n(CC(=O)O)c1C	?	.
O=C(CN1CCN(S(=O)(=O)c2ccc(F)cc2)CC1)Nc1ccc2c(c1)OCO2	-2.1%	11.0
COc1cc(OC)cc(C(=O)n2nc(C)cc2C)c1	0.8%	2.3
O=C(c1ccco1)N1CCN(C(=O)c2ccccc2NS(=O)(=O)c2ccc(F)cc2)CC1	-0.9%	16.4
Cc1noc(NS(=O)(=O)c2ccc(NC(=O)CCn3c(=O)oc4ccccc43)cc2)c1C	9.9%	.
CC1CCC(C(C)C)C(OC(=O)Cn2c(-c3ccc(Cl)cc3)[n+](C)c3ccccc32)C1 (stereo not drawn)	?	.
COc1ccc(C(=O)NNC(=O)C(=O)NC(C)c2ccccc2)cc1OC (stereo not drawn)	-0.7%	0.3
Cc1ccc(NC(=O)CN(c2ccc(Cl)cc2)S(=O)(=O)c2cc([N+](=O)[O-])ccc2Cl)c(C)c1	?	.
CC(NC(=O)c1ccc(Br)cc1)c1ccccc1 (stereo not drawn)	?	.
Cc1ccccc1N1CCN(C(=O)c2ccccc2NC(=O)C2CC=CCC2C(=O)O)CC1 (stereo not drawn)	?	.
CC1CCCC(C)N1C(=O)COC(=O)Cc1c[nH]c2ccccc12 (stereo not drawn)	10.1%[0.0737 µM]	-8.1
O=C(NNC(=O)C1CCCO1)c1ccccc1Cl (stereo not drawn)	i	.
Cc1c(C(=O)O)nnn1-c1ccccc1	?	.
SMILES	S3 lipid droplet	S3 lipid droplet cell count max
CC(C)C(=O)N1N=C2CCCCC2C1(O)C(F)(F)F (stereo not drawn)	?	.
COc1cc(/C=C/c2cc(OC(C)=O)c3ccccc3n2)c(OC(C)=O)c([N+](=O)[O-])c1	?	.
O=c1cc(CN2CCN(C/C=C/c3ccccc3)CC2)c2cc(O)c(-c3ccccc3)cc2o1	?	.
COc1ccc(NC(=O)c2cccc(N3C(=O)C4C5C=CC(C6CC56)C4C3=O)c2)c(OC)c1 (stereo not drawn)	5.17µM*	.
CSc1ccc(OC2CCN(Cc3ccccc3)CC2)cc1	?	.
Cn1ncc([N+](=O)[O-])c1C(=O)NC1CCCCC1	?	.
COc1cc(C(=O)c2ccccc2Cl)c([N+](=O)[O-])cc1OC	-19.4%	-23.6
CCN(CC(=O)Nc1c(F)cccc1F)C(=O)CSC(=S)N1CCCC1	12.9%	9.3
CC(C)c1ccc(C(=O)N2CCN(c3cnn(C)c(=O)c3Cl)CC2)cc1	3.6%	17.0
O=C(Nc1c(C(=O)Nc2ccc3c(c2)OCCO3)cnn1-c1ccccc1Cl)c1ccco1	i	-7.4
COc1cccc(C(=O)Nc2nnc(C(C)C)s2)c1	1.2%	-12.9
COc1ccc(C(CC(=O)O)NC(=O)c2ccco2)cc1OC (stereo not drawn)	-11.1%	2.1
COc1ccccc1N1CCN(CC(=O)c2c(N)n(C)c(=O)n(C)c2=O)CC1	i	2.7
Cc1cccc(C)c1NC(=O)CN(C)CC(=O)Nc1sc2c(c1C(N)=O)CCC2	?	.
CCCCCNC(=O)CSC1=N/C(=C\c2ccc(Cl)c(Cl)c2)C(=O)N1CC	?	.
O=C(COC(=O)/C=C/c1ccc(F)cc1)Nc1nnc(-c2ccccc2)o1	?	.
O=C(CN1C(=O)NC2(CCCc3ccccc32)C1=O)N1CCCCC1 (stereo not drawn)	?	.
CN(C)CCn1c(C(=O)Nc2ccccc2)cc2ccccc21	?	.
CCCCC(=O)Nc1cccc(-c2nc3ncccc3o2)c1C	8.2%	13.1
CC(=O)c1cccc(OCc2cc(C(=O)N3CCSCC3)no2)c1	-28.3%	22.8
CC1CCN(C(=O)CCCOc2ccc(Cl)cc2)CC1	-11.6%	-10.5
Cc1ccc(Cn2c(SCCN3CCOCC3)nc3c2c(=O)n(C)c(=O)n3C)cc1	?	.
CC(NS(=O)(=O)/C=C/c1ccccc1)C(=O)O (stereo not drawn)	-4.1%	5.4
Cc1cc([N+](=O)[O-])nn1CC(=O)NCc1ccccc1	?	.
O=C(CCn1c2c(c3ccccc31)CCCC2)NNC(=O)c1cccc([N+](=O)[O-])c1	2.0%	-1.4

Arranged by the number under S3 lipid droplet cell count max (descending): 4 of the compounds above.
Structure	S3 lipid droplet cell count max
CCN(CC(=O)Nc1c(F)cccc1F)C(=O)CSC(=S)N1CCCC1	9.3
COc1ccccc1N1CCN(CC(=O)c2c(N)n(C)c(=O)n(C)c2=O)CC1	2.7
COc1ccc(C(CC(=O)O)NC(=O)c2ccco2)cc1OC (stereo not drawn)	2.1
O=C(CCn1c2c(c3ccccc31)CCCC2)NNC(=O)c1cccc([N+](=O)[O-])c1	-1.4

Continued:
SMILES	S3 lipid droplet	S3 lipid droplet cell count max
C[N+]1=C(/C=C/Nc2ccccc2Cl)C(C)(C)c2ccccc21	?	.
CCc1ccc(N(CC(=O)NC)S(C)(=O)=O)cc1	?	.
COc1ccc(-c2cc3nc(C)c(CCC(=O)NC(C)CCc4ccco4)c(C)n3n2)c(OC)c1 (stereo not drawn)	?	.
CCc1cccc(NS(=O)(=O)c2ccc3c(c2)NC(=O)C(C)S3)c1 (stereo not drawn)	i	-16.4
COc1cc2c(cc1NC(=O)CSc1ccc(Cl)cc1)oc1ccccc12	?	.
Cc1cc(C2CCCCC2)n(O)c(=O)c1	?	.
CCC(=O)NC(=S)Nc1c(C)cc(Br)cc1C	10.3%	-9.1
CCN(CC)S(=O)(=O)c1ccc(N2CCOCC2)c(C(=O)O)c1	?	.
COc1ccc(NC(=O)C2(S(=O)(=O)c3ccc(C)cc3)CC2)cc1OC	?	.
CC12CCC(C(=O)Nc3ccccc3N3CCOCC3)(CC1=O)C2(C)C (stereo not drawn)	9.1%	-38.1
COc1ccc(C2=NOC(C(=O)Nc3cccc(O)c3)C2)cc1 (stereo not drawn)	?	.
Cc1ccc(NC(=S)NCCc2c[nH]c3ccccc23)c(C)c1	?	.
Cc1cccc(C(=O)NNC(=O)c2ccc(O)cc2)c1	?	.
Cc1ccc(C(=O)CCC(=O)Nc2ccccc2C)cc1C	?	.
CCC(=O)N1CCN(c2ccc(NC(=O)c3ccc([N+](=O)[O-])o3)cc2)CC1	?	.
CCOC(=O)c1ccc(NC(=S)N2CCSC2c2c(F)cc(F)cc2F)cc1 (stereo not drawn)	?	.
[O-]c1c[n+](-c2ccc(-[n+]3cc([O-])on3)cc2)no1	10.6%	26.5
COc1ccccc1NC(=O)CSc1nnc(C2CCCCC2)n1C	6.7%	-12.6
CC(=O)Nc1ccc(N2C(=O)c3cccc(NC(C)=O)c3C2=O)cc1	10.7%	-1.8
O=C(Cn1cnc2ccccc2c1=O)Nc1nnc(SCc2ccc(Cl)cc2)s1	22.8%	-0.2
O=C(CSc1ccc(F)cc1)Nc1ccccc1N1CCOCC1	-3.7%	12.1
Cc1cccc(-c2nc(CS(=O)CC(=O)NCCc3ccc(Cl)cc3)c(C)o2)c1 (stereo not drawn)	-21.7%	.
COCCN1CSC(=S)N(Cc2ccco2)C1	?	.
COc1ccc(C(=O)OCCN2CCOCC2)cc1	i	.
O=C(c1ccc(Br)cc1)N(Cc1nc2ccccc2c(=O)[nH]1)C1CCCC1	-7.9%	-8.0

As entered above:
For S3 lipid droplet, `[O-]c1c[n+](-c2ccc(-[n+]3cc([O-])on3)cc2)no1` reads 10.6%
For S3 lipid droplet cell count max, `CCc1cccc(NS(=O)(=O)c2ccc3c(c2)NC(=O)C(C)S3)c1` (stereo not drawn) reads -16.4

New compounds follow
SMILES	S3 lipid droplet	S3 lipid droplet cell count max
Cc1ccccc1SCC(=O)Nc1cc(C(F)(F)F)ccc1N1CCOCC1	?	.
CCc1ccccc1NC(=O)NC1CCCCC1	?	.
CC(Oc1ccccc1)C(=O)NCc1cccnc1 (stereo not drawn)	?	.
Cc1cccc(NS(=O)(=O)c2cccc3nonc23)c1	?	.
Cc1cc(NS(=O)(=O)c2cc(Cl)sc2Cl)no1	5.0%	.
CC1CN(C(c2ccco2)c2sc3ncnn3c2O)CC(C)O1 (stereo not drawn)	?	.
Cc1ccc(S(=O)(=O)NNC(=O)c2csnn2)cc1	-10.6%	.
O=C(NCCO)Nc1ccc(Cl)cc1	1.4%	4.3
CCOC(=O)N1CCC(N2CCN(S(=O)(=O)c3ccc([N+](=O)[O-])cc3)CC2)CC1	-11.0%	-16.7
COC(=O)[C@@]12CCCCN1[C@H](c1ccc(-c3ccc(F)cc3)cc1)[C@@H]1C(=O)N(C)C(=O)[C@@H]12	?	.
N#Cc1nc(COc2ccc(F)cc2)oc1N1CCCC1	?	.
O=C(/C=C/c1ccc(OCCCF)cc1)N1CCN(Cc2ccccc2)CC1	2.7%	7.7
COc1cccc(C2c3c(oc4ccc(F)cc4c3=O)C(=O)N2CCN2CCOCC2)c1OC (stereo not drawn)	?	.
Fc1ccccc1N1CCN(c2nc3ccccc3n3nnnc23)CC1	?	.

An excerpt of these results, with each value named:
CC(Oc1ccccc1)C(=O)NCc1cccnc1 (stereo not drawn)
  S3 lipid droplet = ?
  S3 lipid droplet cell count max = .
O=C(/C=C/c1ccc(OCCCF)cc1)N1CCN(Cc2ccccc2)CC1
  S3 lipid droplet = 2.7%
  S3 lipid droplet cell count max = 7.7
